TNAP activators: stimulation of alkaline phosphatase TNAP activity – biochemical, luminescent, no phosphate acceptor, uHTS, primary screen (AID 1001); activation fold at 20 µM, or EC50 in µM where a hit was titrated; 0.03% of 200,000 active; purified TNAP, luminescent activation assay, no phosphate acceptor; higher activation fold means a stronger effect; in the data active = activation fold from about 3, or a potency from the dose series; inactive = the rest, 99 in 100 with activation fold below about 1.6; also: many of its hits are not listed in these tables
M17LAP inhibition: P. falciparum M17LAP inhibitors, primary screen, biochemical, fluorogenic H-Leu-NHMec substrate, 1536-well (AID 1619). recombinant M17LAP, H-Leu-NHMec fluorogenic kinetic assay; higher % means a stronger effect. inhibition, % at 30 µM, or IC50 in µM where a hit was titrated. 0.38% of 220,000 active;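 active = compound inhibiting the enzyme by more than half at any dose during confirmatory dose-response retesting; inconclusive = strong single-dose inhibitors picked by rank but not retested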;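 also: plate controls were full reaction with DMSO carrier for no effect and no enzyme background for full effect; strong numbers were not always called active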
SIAH1 antagonists: Siah-1 peptide-binding antagonists, primary screen, biochemical, fluorescence polarization, rhodamine-plectin, uHTS (AID 1817); one-dose displacement, % at 20 µM; IC50 in µM for titrated hits; 0.02% of 290,000 active; Siah-1 / rhodamine-plectin peptide fluorescence polarization; higher % means a stronger effect;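 active = displacement of at least 50% at 20 µM, with a fluorescence ratio check between 0.3 and a set limit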;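 also: plate controls were Siah plus tracer with DMSO for no effect and tracer alone without Siah for full effect; strong numbers were not always called active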
M1AAP inhibition: P. falciparum M1AAP inhibitors, biochemical, fluorogenic H-Leu-NHMec substrate, 1536-well (AID 1445) | recombinant M1AAP, H-Leu-NHMec fluorogenic kinetic assay; higher % means a stronger effect | one-dose inhibition, % at 30 µM; IC50 in µM for titrated hits | 0.42% of 220,000 active;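 active = primary inhibition above the hit cutoff, then over 50% inhibition at one or more dose response concentrations, cut at about 23% in these data, passing the limit was not always enough; inconclusive = conflicting primary data, or primary hits not chosen for dose response; inactive = low primary inhibition, or under 50% at every dose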;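 also: plate controls were DMSO full reaction for no effect and no enzyme background for full effect; strong numbers were not always called active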
UTI89 phage lysis: inhibition of K1F phage lysis, E. coli UTI89, bacterial capsule biogenesis inhibitors, alamar blue (AID 488966) | E. coli UTI89 K1F phage lysis, alamar blue, 2 h; higher % means a stronger effect | inhibition, % at 100 µM, or IC50 in µM where a hit was titrated | 0.02% of 340,000 active;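 active = phage lysis inhibition, versus mean bacterial control, above a set limit; inconclusive = no clear call, values can overlap the other calls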;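 also: capsule biogenesis inhibitors block K1F phage lysis so surviving cells raise fluorescence; higher fluorescence means more inhibition of phage lysis; actives were called in the ten point dose series up to 300 µM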
PMI inhibition: MPI inhibition at elevated mannose 6-phosphate – biochemical, fluorescence intensity, high mannose 6-phosphate, primary screen (AID 1220); recombinant PMI enzyme, coupled fluorescence intensity; higher % means a stronger effect; inhibition, % at 20 µM; hits with a dose series show IC50 in µM; 0.66% of 190,000 active
human PMI inhibition: inhibitors of human PMI, primary screen, biochemical, fluorescence intensity, coupled assay (AID 1209). purified PMI enzyme, coupled fluorescence intensity; higher % means a stronger effect. inhibition, % at 20 µM, or IC50 in µM where a hit was titrated. 0.42% of 190,000 active;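 also: plate controls were DMSO vehicle for no effect and wells lacking substrate for full effect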
XIAP displacement: XIAP antagonists, biochemical, IAP family, fluorescence polarization (AID 1018). XIAP BIR domain, fluorescence polarization peptide displacement; higher % means a stronger effect. displacement, % at 20 µM, or IC50 in µM where a hit was titrated. 0.007% of 200,000 active; in the data active = displacement above about 50%; also: a part of the inactive calls stands beside numbers as strong as those of hits
Hep lipid drop: hepatic lipid droplet formation modulation. AML12 mouse hepatocytes, oleate lipid droplets, BODIPY imaging. inhibition, % at 6.5 µM. 0.4% of 240,000 active;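 active = lipid droplet intensity inhibited by at least 50%, with more than 500 cells counted; inconclusive = wells with under 300 cells, treated as cytotoxic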
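Test system: AML12 mouse liver cells; schedule: overnight exposure; technique: high-content imaging of BODIPY-stained droplets and DAPI nuclei; read-out: % inhibition of corrected integrated BODIPY droplet signal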
Hep lipid drop cells 6.5 µM: further read-out of Hep lipid drop, marked with its call; cell count; measured here: cell count, cytotoxicity flag;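 cells counted across two imaged fields per well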
* = called active by the depositor; ? = inconclusive; · = not tested or not shown; [ ] = another dose, or the depositor's remark. Rule as the data show it, unless noted: active = inhibition above about 50%; inactive = the rest.

SMILES	TNAP activators	M17LAP inhibition	SIAH1 antagonists	M1AAP inhibition	UTI89 phage lysis	PMI inhibition	human PMI inhibition	XIAP displacement	Hep lipid drop	Hep lipid drop cells 6.5 µM
Cc1c(C(=O)N(C)Cc2ccccc2)oc2ccc(S(=O)(=O)N3CCCC3)cc12	1.1	-9%	-4%	10%	-0.1%	4%	6%	-3.0%	·	·
Cc1cccc(N2CN(Cc3ccco3)CNC2=S)c1	1	-10%	11%	4%	1.6%[50 µM]	-2%	3%	-15%	-4	527
COc1ccc(C(=O)NCCn2cc(SCC(N)=O)c3ccccc32)cc1	·	-8%	11%	0%	0.2%	·	·	·	3	604
COc1cccc(NC(=O)C(C)Oc2ccccc2)c1 (stereo not given)	1.2	-13%	0%	-1%	0.4%	-2%	-4%	-4.1%	·	·
O=C(COC(=O)Cc1cccs1)Nc1ccccc1Cl	1.1	-2%	7%	-1%	0.2%	0%	-6%	-10%	5	710
Cc1cc[n+](-c2[nH]c(=O)sc2/C=N/N=C(\[O-])c2ccccc2)cc1	·	35%	-7%	11%	·	·	·	·	2	721
Cc1ccc2c(C(=O)CN3CCC4(CC3)OCCO4)c(C)[nH]c2c1	1.1	3%	2%	15%	-0.6%	-1%	-1%	-4.3%	·	·
COC(=O)c1nn(-c2ccccc2)c(-c2ccccc2)c1C(=O)c1ccccc1	1.1	-4%	4%	-4%	0.4%	5%	6%	-1.1%	·	·
OCc1cn(-c2ccccc2)nc1-c1cc2ccccc2o1	1.1	-4%	5%	-3%	0.1%	5%	0%	-9.6%	13	668
Cc1ccc2nc(C)c3c(c2c1)N(c1ccc(F)cc1)CC3	·	7%	3%	6%	·	·	·	·	8	704
O=C(NCCN1C(=O)S/C(=C\c2cccnc2)C1=O)c1ccc(S(=O)(=O)N2CCCC2)cc1	·	14%	9%	11%	0.3%	·	·	·	-18	602
COc1cccc(NS(=O)(=O)c2cc(C)ccc2OC)c1	1.1	2%	-3%	-4%	0.1%	-2%	3%	-2.1%	6	721
COCCNC(=O)COc1ccc(C)cc1C(=O)c1cc(C#N)c(=O)n(C2CC2)c1	1.1	1%	4%	1%	0.2%	1%	-6%	-6.1%	2	693
C=CCN(c1ccccc1OC)S(=O)(=O)c1cccc(C(=O)OCC(=O)c2c[nH]c3ccccc23)c1	1.1	-4%	3%	3%	1.4%[50 µM]	8%	20%	-9.6%	-36	597
COc1cc2c(cc1OC)CN(C(=O)C(C)(C)C)CC2	1.1	0%	-3%	9%	2.9%	2%	4%	1.0%	·	·
COc1ccc[nH]c1=O	0.9	13%	1%	0%	5.5%	8%	7%	0.7%	4	712
Cc1cccc(-n2ccnc2SCC(=O)O)c1C	1.1	0%	2%	1%	0.1%	-5%	-10%	-13%	-9	687
CC(C)c1ccc(S(=O)(=O)N2CCN(CCC(=O)Nc3ccc(N(C)C)cc3)CC2)cc1	1.1	6%	1%	10%	0.3%	10%	12%	1.5%	-9	613
CCOC(=O)C(Cc1c[nH]c2ccccc12)NC(=O)CNC(C)=O (stereo not given)	1.2	6%	-1%	-6%	0.2%	-2%	3%	-2.6%	·	·
CCOC(=O)CC1C(C(=O)OCC)ON2OC(C(=O)OC)C(C(=O)OCC)C12 (stereo not given)	1.1	7%	1%	-2%	0.0%	-11%	-10%	-0.9%	-4	829
Cc1nn(C)c(C(=O)Sc2ccccc2)c1[N+](=O)[O-]	·	6%	-6%	8%	?	·	·	·	5	728
COc1cc(NC(=O)CN2CCN(c3ccccc3O)CC2)c(C)cc1[N+](=O)[O-]	1	-8%	-4%	5%	5.6%	28%	11%	-6.3%	-1	620
CCOC(=O)c1[nH]nc(-c2cc(CC)c(O)cc2O)c1-c1cscn1	1.2	15%	-2%	-2%	6.7%	0%	2%	-3.5%	·	·
COc1ccc(OCCNC(=O)Nc2cc(F)c(F)cc2Cl)cc1	1.1	1%	-3%	7%	0.2%	-1%	-2%	-7.5%	-2	699
COCc1cc(C)nc2sc(C(=O)OC)c(N)c12	1.1	-9%	-2%	3%	-0.6%	-1%	2%	-11%	-11	565

The list goes on.
SMILES	TNAP activators	M17LAP inhibition	SIAH1 antagonists	M1AAP inhibition	UTI89 phage lysis	PMI inhibition	human PMI inhibition	XIAP displacement	Hep lipid drop	Hep lipid drop cells 6.5 µM
CCCCNC(=O)c1cc2cc(CC)ccc2[nH]1	·	13%	0%	2%	0.1%	·	·	·	6	738
O=C(C1CCCN(S(=O)(=O)c2cccc3nsnc23)C1)N1CCN(c2ccccn2)CC1 (stereo not given)	1	5%	4%	9%	4.0%	8%	3%	-1.1%	11	691
CN1CCN(/N=C/c2nc(-c3ccccc3)n3ccccc23)CC1	1.1	21%	-3%	1%	2.3%	15%	2%	-3.9%	2	649
COc1ccc(/C=C(\C#N)C(=O)C(C)(C)n2cncn2)cc1	1.1	10%	2%	2%	0.9%	13%	-1%	-13%	45	641
C(=N\Nc1nc(N2CCOCC2)nc(N2CCOCC2)n1)/c1cccnc1	1	10%	2%	-1%	0.7%	6%	8%	26%	-4	647
O=c1[nH]c2ccccc2n1CCCSCCCn1c(=O)[nH]c2ccccc21	1.1	-3%	-1%	-2%	0.3%	9%	18%	-0.6%	·	·
CC(=O)c1ccc(NC(=O)Nc2sc(NS(=O)(=O)c3ccccc3)nc2C)cc1	1.1	33%	11%	-2%	4.0%	5%	10%	-4.5%	0	719
Cc1nc2nc(C)c(CCC(=O)NC3CCCCC3)c(C)n2n1	1	1%	8%	-1%	0.0%	-3%	1%	-8.4%	16	708
O=C(Cn1[nH]c(=O)c2ccccc2c1=O)NNC(=O)c1ccccc1	1.1	0%	3%	1%	-0.1%[50 µM]	0%	-2%	-3.7%	11	699
COc1cccc2c(=O)n(CC(=O)N3CCC(C)CC3)ccc12	1.1	43µM*	3%	-5%	-1.7%	14%	13%	-3.9%	-3	589
CCOC(=O)c1ccc(NC(=O)N2CCN(S(C)(=O)=O)CC2)cc1	1.1	-1%	6%	4%	7.2%	15%	14%	-3.4%	1	728
CC(NS(=O)(=O)c1ccc(F)cc1)C(=O)NCc1ccncc1 (stereo not given)	1.1	-4%	0%	-1%	5.1%	1%	2%	-7.6%	-32	733
C/C=C/C=C/[C@H]1Cc2cc(O)cc(O)c2O1	·	5%	12%	3%	·	·	·	·	-8	692
Clc1ccc(OCc2nc(-c3ccncc3)no2)c(Cl)c1	1	-1%	-1%	-2%	-0.2%	10%	16%	-0.6%	-7	696
O=P(O)(O)c1ccccc1OCCOCCOc1ccccc1P(=O)(O)O	0.3	40%	0%	1%	0.2%	0%	1%	-9.4%	-3	626
CCN(CC)C(=O)CSc1nnc(-c2ccc(S(=O)(=O)NCc3ccccc3Cl)cc2)o1	0.9	2%	3%	2%	1.4%	5%	4%	-5.1%	·	·
COc1ccccc1NC(=O)c1ccc2snnc2c1	1	-2%	2%	1%	6.6%	3%	4%	12%	2	662
COc1ccc(NC(=O)CN2C(=O)CSC2=O)cc1	1.2	30%	2%	6%	0.6%	15%	7%	-2.3%	1	645
CCOc1ccc(C2C(C#N)=C(N)Oc3nc[nH]c(=O)c32)cc1 (stereo not given)	1.1	19%	5%	5%	0.3%	6%	-8%	-11%	-9	679
O=c1cc(CO)oc(C(Nc2ccccn2)c2ccccc2Cl)c1O (stereo not given)	1	3%	-4%	7%	0.1%	3%	-18%	-4.9%	-5	782
CC1CN(C(=O)CN2C(=O)NC3(CCCCCC3)C2=O)CC(C)O1 (stereo not given)	1.1	-6%	4%	1%	0.4%	7%	-1%	-1.9%	·	·
COc1ccc(C2NCCc3c2[nH]c2ccccc32)cc1CSc1nc2ccccc2s1 (stereo not given)	1.1	0%	-3%	5%	-12%	-79%	-30%	-10%	-12	572
COc1ccccc1-n1cnnc1SCC(=O)Nc1cc(C)on1	1.1	-3%	6%	6%	0.0%	6%	7%	9.8%	2	753
COc1ccc(C2c3ccc(O)cc3Oc3ncn(CCCO)c(=N)c32)cc1 (stereo not given)	·	8%	1%	9%	0.2%	·	·	·	-20	699
COc1ccccc1NC(=O)NCc1ccccc1F	1.1	0%	3%	-6%	0.1%	-10%	-2%	-4.4%	-1	723

Additional results follow.
SMILES	TNAP activators	M17LAP inhibition	SIAH1 antagonists	M1AAP inhibition	UTI89 phage lysis	PMI inhibition	human PMI inhibition	XIAP displacement	Hep lipid drop	Hep lipid drop cells 6.5 µM
CC(C)(C)C(=O)Nc1nc(-c2ccccc2)ns1	1.1	4%	16%	1%	-0.1%	17%	12%	-0.7%	-3	739
CCN(C(=O)COC(=O)c1c2c(nc3ccccc13)/C(=C/c1ccccc1)CC(C)C2)C1CCS(=O)(=O)C1 (stereo not given)	1	3%	-5%	10%	5.0%	29%	31%	-7.7%	-21	595
Cc1ccc(Cn2c(=O)c3cccnc3n(CC(=O)Nc3cccc(C(F)(F)F)c3)c2=O)cc1	1.1	-10%	-5%	11%	1.1%[50 µM]	16%	22%	-2.3%	15	548
COc1ccc(N=Cc2sc(O)c3ccccc23)cc1	1	3%	-8%	3%	0.9%	9%	9%	-5.9%	18	595
Cc1ccc(-c2nnn(CC(=O)N(Cc3cccs3)C(C(=O)NCC3CCCO3)c3ccco3)n2)o1 (stereo not given)	1.1	-2%	-2%	0%	0.0%	4%	6%	18%	6	749
COc1ccc(NC(=O)Cn2nnc(-c3ccc(CN4CCOCC4)cc3)n2)c(OC)c1	1.2	0%	2%	3%	-0.1%	0%	-3%	1.2%	·	·
Cc1ccc(S(=O)(=O)N2CCC(C(=O)N[C@H](C(=O)NCC3CCCO3)C(C)C)CC2)cc1 (stereo not given in full)	0.9	-9%	-3%	8%	1.1%	-14%	-14%	-2.5%	·	·
Cc1ccc(NC(=O)COC(=O)[C@H](C)NC(N)=O)c(C)c1	1.1	-1%	0%	1%	0.2%	8%	3%	-7.4%	5	674
CCCn1c(N)c(N(CCOC)C(=O)/C=C/c2ccc(C(=O)OC)cc2)c(=O)[nH]c1=O	1	24%	1%	-9%	-0.1%	1%	1%	-4.5%	1	665

One compound at a time (already shown). Screens in order: TNAP activators, M17LAP inhibition, SIAH1 antagonists, M1AAP inhibition, UTI89 phage lysis, PMI inhibition, human PMI inhibition, XIAP displacement, Hep lipid drop, Hep lipid drop cells 6.5 µM
Cc1ccc(-c2nnn(CC(=O)N(Cc3cccs3)C(C(=O)NCC3CCCO3)c3ccco3)n2)o1 (stereo not given) in the list: 1.1, -2%, -2%, 0%, 0.0%, 4%, 6%, 18%, 6, 749
Cc1ccc(NC(=O)COC(=O)[C@H](C)NC(N)=O)c(C)c1 in the list: 1.1, -1%, 0%, 1%, 0.2%, 8%, 3%, -7.4%, 5, 674
Cc1ccc(S(=O)(=O)N2CCC(C(=O)N[C@H](C(=O)NCC3CCCO3)C(C)C)CC2)cc1 (stereo not given in full) in the list: 0.9, -9%, -3%, 8%, 1.1%, -14%, -14%, -2.5%, ·, ·

From PubChem BioAssay
